Screening results from PubChem BioAssay.
5HT1E ag – 5-HT1E (human) receptor agonism; activation, % at 6 µM; AID 574; CHO 5-HT1E Ga15 NFAT-bla reporter, FRET; 0% DMSO wells, 100% control agonist wells; 0.69% of 65,000 active;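 active means activation above a set limit, the screen-wide mean activation plus 3 SD, cut at about 8.5% in these data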;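 further: 100% = positive control agonist at 1 µM giving full maximal response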
M1 agonist – agonists of M1 muscarinic receptor; AID 626; CHO-M1 cells, Fluo-4 calcium fluorescence, agonist mode; hits give high values; 3% of 64,000 active; B-score at 10 µM;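 active means fluorescence rise, raw or as B-score row- and column-corrected plate score, outside the 99.7% band of its plate's samples, either direction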
S1P1 ag pot – agonists and agonism potentiators of human S1P1 receptor; S1P1 CRE-bla cells, forskolin, beta-lactamase FRET, potentiator mode; S1P1 agonist co-added at EC20, 2 nM; 100% = saturating reference agonist, 0% = basal; AID 449; 0.57% of 56,000 active; activation, % at 9.5 µM; P21453;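 active means activation above a cutoff set at the mean activation of all tested compounds plus 3 SD, cut at about 54% in these data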;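 further: forskolin at 4 µM as EC80 and the EC20 agonist is SEW2871; 100% = SEW2871 at its EC100 plus forskolin at EC80; some compounds past the cut are filed as inactive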
Her2 expr inh – lowers expression of human Her2 kinase. HER2 level % of control, % at 10 µM. 0.69% of 65,000 active. P04626. SKBR-3 HER2 protein level, AlphaScreen, 18-24 h; hits give low values. AID 645;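 active means HER2 level under 5% of the carrier-only control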;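 further: 100% = DMSO carrier and 0% = 500 nM PU-H71 HSP90 inhibitor; lower value means stronger loss of Her2 protein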
5HT1E antag – 5-HT1E (human) receptor antagonism | 0.99% of 65,000 active | P28566 | CHO 5-HT1E Ga15 NFAT-bla reporter, FRET, antagonist | inhibition, % at 6 µM;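 active means inhibition above a set limit, the mean inhibition across every tested compound plus 3 SD, cut at about 29% in these data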;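 further: signal is the 460 over 535 nm emission ratio of beta-lactamase substrate; 0% = agonist plus DMSO wells and 100% = wells without agonist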
Jurkat viability – reduces viability or proliferation of Jurkat cells; AID 463; Jurkat E6.1 viability, ATP luminescence, 48 h; inhibition, % at 4 µM; 1.2% of 56,000 active;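 active means inhibition above the mean inhibition of all tested compounds plus 3 SD, cut at about 28% in these data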
S1P3 agonist – S1P3 (human) receptor agonism. 0.1% of 60,000 active. S1P3 NFAT-BLA reporter cells, FRET ratio; relative to 1 µM S1P, basal subtracted. activation, % at 4.5 µM. Q99500;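 active means activation above the screen-wide mean plus 3 SD, cut at about 4.5% in these data, passing the limit was not always enough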; further: some compounds called inactive have numbers as strong as hits
Target sequence (Q99500 whole entry, looked up): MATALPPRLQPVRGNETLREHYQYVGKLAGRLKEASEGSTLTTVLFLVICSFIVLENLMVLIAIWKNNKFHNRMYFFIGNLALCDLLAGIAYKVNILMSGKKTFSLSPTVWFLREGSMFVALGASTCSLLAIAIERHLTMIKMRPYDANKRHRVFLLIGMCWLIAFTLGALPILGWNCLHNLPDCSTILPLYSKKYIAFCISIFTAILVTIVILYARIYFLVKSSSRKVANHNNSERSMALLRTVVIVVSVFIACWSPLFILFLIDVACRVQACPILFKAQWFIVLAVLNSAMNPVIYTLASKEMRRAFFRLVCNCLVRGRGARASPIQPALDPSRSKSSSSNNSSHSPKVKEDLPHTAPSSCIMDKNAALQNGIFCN
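Assay system: stable CHO line with human S1P3, Gα16, NFAT-BLA reporter; Detection: FRET β-lactamase substrate fluorescence, excitation 405 nm, 460/535 nm emission ratio, background-subtracted; Read-out: percent activation versus median 1 µM S1P response, basal-subtracted, per plate; Incubation: cells plated overnight, compound 4 h 37 °C, substrate 2 h RT.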
M1 antagonist – M1 muscarinic receptor (rat) antagonism | P08482 | CHO-M1 cells, Fluo-4 calcium, ACh EC80 antagonist mode; hits give low values | B-score at 10 µM | 3.4% of 64,000 active;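 active means calcium fluorescence response, raw or row-and-column corrected B-score, differing from the plate sample mean either way at a set confidence level, mostly lower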
Target sequence (P08482 whole entry, looked up): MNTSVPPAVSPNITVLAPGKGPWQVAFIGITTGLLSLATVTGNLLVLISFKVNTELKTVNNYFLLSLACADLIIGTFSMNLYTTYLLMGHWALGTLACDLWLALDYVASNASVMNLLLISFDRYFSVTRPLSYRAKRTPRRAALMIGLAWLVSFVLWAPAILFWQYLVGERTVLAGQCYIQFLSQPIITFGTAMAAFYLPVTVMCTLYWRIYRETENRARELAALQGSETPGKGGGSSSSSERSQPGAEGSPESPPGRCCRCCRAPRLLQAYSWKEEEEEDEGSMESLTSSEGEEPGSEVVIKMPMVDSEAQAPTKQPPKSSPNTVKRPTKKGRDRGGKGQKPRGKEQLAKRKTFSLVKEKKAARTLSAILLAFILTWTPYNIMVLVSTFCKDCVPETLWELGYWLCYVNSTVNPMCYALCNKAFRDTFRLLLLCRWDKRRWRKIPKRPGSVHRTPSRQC
HEK293 NFkB inh – lowers PMA/ionomycin-induced NF-kB signal in HEK293 cells | AID 465 | inhibition, % at 3 µM | 0.21% of 62,000 active | HEK-293 NF-kB luciferase reporter, luminescence;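 active means inhibition above the mean of all tested compounds plus 3 SD, cut at about 40% in these data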;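 further: 0% = stimulated DMSO wells and 100% = 10 µM reference inhibitor 5653914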
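System: NF-kB luciferase reporter HEK-293 cells | Replication: Single test | Control set: DMSO vs reference inhibitor | Evaluation: % inhibition | Schedule: 1 h pretreatment, 16 h stimulation, 37 °C | Probe or stimulus: PMA with ionomycin | Compound dosing: One dose, 3 µM | Detection: Luciferase luminescence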
Starred values were filed as active, the others as inactive; . = not tested or not shown.

SMILES	5HT1E ag	M1 agonist	S1P1 ag pot	Her2 expr inh	5HT1E antag	Jurkat viability	S1P3 agonist	M1 antagonist	HEK293 NFkB inh
C=CCC1c2cccc(C(=O)O)c2C(=O)N1c1ccc(F)cc1 (centres undefined)	0.3	-0.41	3	82	-10	-5	0.1	-0.78	-5
Cc1ccc2c(c1C)NC(C)CC2C (centres undefined)	1.2	-0.14	-2	75	-12	-2	-1.1	-0.067	3
Cc1ccc(SCc2cc(=O)[nH]c(N3CCCCC3)n2)cc1	-1.2	0.2	-3	106	2	-7	-0.4	-0.63	21
Cc1cccc(/N=C/c2c(O)n(-c3cc(Cl)ccc3N3CCOCC3)c(=O)c3ccccc23)n1	0.3	0.0073	8	91	-7	1	-0.8	0.54	14
CC1CCN(S(=O)(=O)c2ccc(NC(=O)Cn3nnc(-c4ccccc4)n3)cc2)CC1	3.0	-0.14	-13	84	13	0	-1.0	0.24	23
Cc1ccc(Cn2c(=O)c3ccccc3n3c(SCC(=O)N4CCCCC4C)nnc23)cc1 (centres undefined)	-0.5	3.4	4	65	5	-3	0.8	-0.43	12
CCOc1ccc2nc(-c3ccc(OC)c(OC)c3)cc(C(=O)O)c2c1	1.6	-0.22	-4	87	3	-2	-0.8	-0.57	1
Cn1c(C(=O)N2CCN(c3ncccn3)CC2)cc2c(=O)n(C)c3ccccc3c21	0.6	1.9	-36	99	-5	4	-0.7	-0.054	10
O=C1CN(C(=O)c2ccc(Br)o2)C(c2ccc(F)cc2)c2cc(F)ccc2N1 (centres undefined)	0.0	2.2	-9	107	-10	-12	0.2	1.3	12
Cc1nccn1CCc1n[nH]c(=S)n1Cc1ccccc1	-0.3	1	-5	69	-5	-7	0.9	-9.5*	1
O=C(CCCc1nc(-c2ccccc2Cl)no1)NCc1cccnc1	-1.1	.	5	68	1	-9	-0.7	.	3
O=C1c2cccnc2C(=O)N1Cc1cccs1	0.9	-0.74	-5	85	-4	-1	-0.3	1.6	-8
C[C@H](NC(=O)Nc1ccccc1F)C(=O)O	7.6	-0.39	-12	90	6	-5	-0.6	0.29	13
COc1ccccc1OCCCc1c(C)n[nH]c1C	-0.6	-0.11	-3	93	4	-10	-0.6	-0.086	1
Cc1ccc(CNC(=O)CCc2nc3ccccc3c(=O)[nH]2)cc1	-0.4	-0.17	-2	87	-16	-3	0.2	0.78	5
CC(NC(=O)Cc1cccs1)C(c1cccs1)N1CCN(c2ccccc2F)CC1 (centres undefined)	1.1	0.93	2	94	-6	-4	0.1	-1.2	7
CCOc1ccc2oc(-c3ccccc3)c(C(=O)N3CCN(C)CC3)c2c1	0.4	0.49	-4	94	6	6	-1.3	0.38	20
CCN(CC)C(=O)COc1ccc(CC(=O)O)cc1OC	-0.6	-0.021	-6	105	-4	0	-1.0	0.72	14
CCC(C)NC(=O)CN1C(=O)CC(C)(C)S(=O)(=O)c2ccccc21 (centres undefined)	-0.1	0.087	-29	96	2	1	-1.5	-0.2	6
Cc1ccc2c(c1)C1CN(C)CCC1N2C(=O)Nc1ccc(Cl)cc1 (centres undefined)	0.7	-1.4	.	174	-2	.	.	-1.3	6
Cc1ccc(-c2nnc(N(C)C(=O)c3ccccn3)s2)cn1	0.2	0.18	8	99	-5	0	-0.9	-0.018	12
CCOc1ncccc1C(=O)OCC(=O)c1c(N)n(C)c(=O)n(C)c1=O	0.4	-0.39	.	111	-7	.	.	-1.1	4
CC(C)(C)Sc1ccc(N)nc1	0.2	0.31	-17	97	16	-4	-0.5	0.41	13
COc1ccc(-n2nnnc2SCC(=O)NCc2ccco2)cc1OC	-0.3	0.82	-4	229	7	-1	-0.1	1.5	12
COc1ccc(OC)c(NC(=O)C23CCC(C)(C(=O)C2)C3(C)C)c1 (centres undefined)	0.6	0.41	.	98	-2	1	-0.8	0.48	18
Cc1ccc(-c2nnc(SCC(=O)Nc3ccccc3N3CCOCC3)o2)cc1	0.1	-0.48	-14	72	8	-4	-0.9	1.6	4
c1csc(Cn2c(-c3cccs3)nc3ccccc32)c1	-0.4	0.012	.	.	-5	7	-1.0	0.098	4
COc1ccc2nc(N3CCCC(C(=O)NCCCN4CCN(C)CC4)C3)sc2c1 (centres undefined)	-0.1	0.31	.	78	-10	.	.	0.14	4
COC(=O)c1ccccc1NS(=O)(=O)c1ccc(F)cc1	0.4	0.8	24	163	9	5	-0.7	1.3	10
CC1CCCCN1C(=O)Cn1c(=O)n(C2CCCCC2)c(=O)c2ccccc21 (centres undefined)	-1.0	.	-13	90	5	2	-1.1	.	22
Cn1c(SCc2ccc(Br)cc2)nnc1-c1ccncc1	-0.3	-0.5	.	120	-3	5	-1.2	-0.78	18
Cn1cnc2cc(NC(=O)c3ccc(Cl)cc3)ccc21	-0.6	0.58	0	80	3	6	-0.8	-0.12	-18
COc1ccc(S(=O)(=O)n2nc(OC(=O)c3ccccc3Br)cc2N)cc1	-1.1	0.16	40	126	-2	3	-0.2	0.33	8
O=C(Cc1ccc(Cl)cc1)Nc1ccc(-c2nnc(-c3ccco3)o2)cc1	1.6	-0.68	.	167	-1	.	.	-0.04	7
Cc1cc(-n2c(C)cc(C(=O)CN3C(=O)NC4(CCCCCC4)C3=O)c2C)no1	-1.5	0.066	-7	88	-1	1	0.5	0.59	2
O=C(C1COc2ccccc2O1)N1CCN(c2ccccc2F)CC1 (centres undefined)	0.2	0.25	6	129	-5	-2	-1.6	-0.19	15

By substructure, the compounds so far containing an NH in an aromatic ring.
SMILES	5HT1E ag	M1 agonist	S1P1 ag pot	Her2 expr inh	5HT1E antag	Jurkat viability	S1P3 agonist	M1 antagonist	HEK293 NFkB inh
Cc1ccc(SCc2cc(=O)[nH]c(N3CCCCC3)n2)cc1	-1.2	0.2	-3	106	2	-7	-0.4	-0.63	21
Cc1nccn1CCc1n[nH]c(=S)n1Cc1ccccc1	-0.3	1	-5	69	-5	-7	0.9	-9.5*	1
COc1ccccc1OCCCc1c(C)n[nH]c1C	-0.6	-0.11	-3	93	4	-10	-0.6	-0.086	1
Cc1ccc(CNC(=O)CCc2nc3ccccc3c(=O)[nH]2)cc1	-0.4	-0.17	-2	87	-16	-3	0.2	0.78	5

Remaining list, next part.
SMILES	5HT1E ag	M1 agonist	S1P1 ag pot	Her2 expr inh	5HT1E antag	Jurkat viability	S1P3 agonist	M1 antagonist	HEK293 NFkB inh
CC(NC(=O)c1ccccc1NC(=O)c1ccco1)C(=O)O (centres undefined)	-0.5	-0.023	3	103	-3	-5	0.3	0.31	15
COc1ccc(-c2nc(N)ncc2Oc2ccccc2Br)c(O)c1	-1.1	-0.19	1	90	28	12	-0.6	-0.11	28
O=C(CSc1nc2ccccc2c(=O)[nH]1)N1CCOCC1	0.8	1.6	-11	118	-7	5	-1.1	0.0078	2
CCCCn1c(-c2nonc2NC(=O)c2ccccc2Cl)nc2ccccc21	-0.7	-0.1	3	78	7	11	-0.5	0.31	29
Cc1nnc(NC(=O)C(C)Oc2ccc3c(C)cc(=O)oc3c2)s1 (centres undefined)	-0.6	-0.015	-27	87	20	-2	-0.9	0.19	12
Cc1cc(NC(=O)COC(=O)c2cccc(S(=O)(=O)N3CCOCC3)c2)no1	1.0	-0.066	-32	94	-1	-8	-0.3	-0.032	6
Cc1ccc(S(=O)(=O)CCC(=O)OCC(=O)N2CC(=O)Nc3ccccc32)cc1	0.6	-0.43	-4	84	-4	-1	0.0	0.21	8
CN1CCN(C(=O)c2c(O)c3cccc4c3n(c2=O)CC4)CC1	0.7	-0.71	-8	69	-7	1	-0.8	0.24	6
Cn1c(=O)oc2cc(S(=O)(=O)N3CCCC(C(=O)Nc4ccc5c(c4)OCCO5)C3)ccc21 (centres undefined)	1.1	0.19	4	102	7	0	-0.9	-2	10
COc1ccccc1CNC(=O)CCn1c(=O)sc2ccccc21	-0.4	0.19	18	92	1	-7	0.0	0.094	11
N#Cc1cn(Cc2ccccc2)c2ccccc12	-0.5	-0.64	19	99	13	8	-0.1	-1.9*	8
COCCN1CCn2c(nc3cc(NC(=O)c4ccc(OC)cc4)ccc32)C1	0.3	0.0044	0	142	-9	2	-0.9	0.0064	14
CCOC(=O)N1CCN(CCC(=O)Nc2ccc(OC(F)(F)F)cc2)CC1	0.7	0.44	-20	110	-9	6	-0.7	-1.5	16
CCOc1ccccc1Nc1ccc(C(=O)O)cc1NC(C)=O	0.2	-0.68	-18	123	-4	11	-0.8	0.76	13
CCCc1cc(-c2[nH]ncc2-c2ccc(C(=O)OCC)o2)c(O)cc1O	-0.1	0.66	43	102	1	6	-0.6	0.5	6
COc1ccc(Cl)c(NC(=O)Nc2c(C)n(-c3ccccc3)c(=O)n2C)c1	-0.9	0.43	3	80	0	0	-0.4	0.011	2
O=C(CN1CCN(C(=O)c2cccc(F)c2)CC1)NC1CCCCC1	-0.4	-1	-9	110	-4	-6	-0.1	-0.27	11
COCCn1c(SCC(=O)Nc2cccc(OC)c2)nnc1-c1ccccc1	-1.3	0.84	-2	108	-8	6	-0.2	0.88	8
Cn1nnnc1Sc1nc(-c2cccnc2)nc2ccccc12	0.3	0.11	-34	-13*	2	-7	-0.8	0.042	29
COc1cc(C(=O)Nc2ccc(-n3cnnn3)c(C)c2)cc(OC)c1OC	1.3	0.0055	-22	97	-2	5	-0.4	-0.11	22
Cc1nc2c3ccccc3n(CC#N)c(=O)n2n1	-0.8	0.43	-44	83	16	-9	0.8	-1.2	-3
Cc1ccc(OCC(=O)N2CCCCCC2)c(C)c1	-1.1	0.65	.	129	-10	-2	-0.2	0.011	2
O=C(NCc1ccco1)C1CCN(S(=O)(=O)c2cccc3cccnc23)CC1	0.5	-1.8	-3	-17*	1	-10	0.0	0.073	4
CCC1CCCCN1S(=O)(=O)c1ccc(NC(=O)CSc2ncccc2C(=O)O)cc1 (centres undefined)	0.1	-0.81	9	109	-2	5	-0.5	0.037	27
O=C(O)CC1Sc2nc3ccccc3n2C1=O (centres undefined)	-0.4	-0.068	0	96	5	.	-4.6	0.13	.
O=C(C1CC1)N1CCN=C1SCc1cccc(C(F)(F)F)c1	-0.5	0.053	6	103	0	4	0.1	0.36	10
Cc1ccccc1S(=O)(=O)Cc1ccc(C(=O)N2CCN(c3ccc(F)cc3)CC2)o1	-0.6	3.2*	5	101	-6	5	-1.0	-0.86	0
Cc1ccc(-c2noc(CCCC(=O)Nc3cccnc3)n2)cc1	-0.9	-2.1	-23	112	-2	15	-0.6	-0.35	40
COc1cc(OC)cc(C(=O)N2CCN(S(C)(=O)=O)CC2)c1	0.6	0.073	.	107	2	0	0.0	1.2	2
O=C(Nc1ccc(N2CCCCC2)c(C(=O)O)c1)c1ccco1	-0.1	0.51	-8	90	-4	-4	0.8	0.21	5
Cc1cccc(-c2cc3nc4c(c(N5CCCC(O)C5)n3n2)CCC4)c1 (centres undefined)	0.2	0.05	-8	82	50*	8	-0.7	-0.43	7
Cc1cc(=O)[nH]c(SCC(=O)Nc2nc3c(s2)CCCC3)n1	0.6	-0.18	-6	82	-3	1	-0.6	0.1	21
